# CCR6 antagonist: antagonists of human CCR6 receptor. AID 493098. CHO-K1 CCR6 PathHunter beta-arrestin, luminescence, CCL20-stimulated. P51684. actives 0.49% (n = 340,000). inhibition, % at 20 µM;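 active means compounds whose inhibition of the agonist-driven luminescence signal at 20 µM reaches about 50%, limit read from the data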;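 further: cells stimulated with CCL20 at 14 nM final; plate controls were DMSO with CCL20 for no effect and DMSO without agonist for full effect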
# Target sequence (P51684 whole entry, looked up): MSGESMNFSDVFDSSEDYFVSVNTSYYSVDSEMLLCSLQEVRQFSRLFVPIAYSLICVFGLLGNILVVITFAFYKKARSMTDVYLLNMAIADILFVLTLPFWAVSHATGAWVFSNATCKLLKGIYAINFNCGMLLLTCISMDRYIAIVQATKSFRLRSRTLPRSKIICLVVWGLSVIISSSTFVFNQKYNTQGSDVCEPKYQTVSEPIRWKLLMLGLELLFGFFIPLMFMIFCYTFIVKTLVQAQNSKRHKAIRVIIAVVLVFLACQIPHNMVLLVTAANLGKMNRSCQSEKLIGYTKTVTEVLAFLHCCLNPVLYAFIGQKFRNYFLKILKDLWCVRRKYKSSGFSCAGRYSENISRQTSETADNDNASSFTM
# Mdm2-MdmX inh: human Mdm2/MdmX binding inhibition; AID 485346; actives 3% (n = 330,000); O15151+Q00987; inhibition, % at 8 µM; SaOS-2 split-luciferase Mdm2/MdmX complementation, luminescence;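 active means inhibition of at least 50% at 8 µM in the primary screen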
# EBI2 block: blocks human EBI2 receptor beta-arrestin signaling. inhibition, % at 5 µM. actives 0.81% (n = 360,000). P32249. EBI2 beta-arrestin recruitment, luminescence, 7a,25-OHC stimulated; in the data active means inhibition above about 38%;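 further: enzyme fragment complementation signal reports receptor beta-arrestin coupling in cells; 0% = agonist plus DMSO wells and 100% = wells without agonist; some results beyond the cut were filed as inactive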
# Target sequence (P32249 whole entry, looked up, the tested form may be a part): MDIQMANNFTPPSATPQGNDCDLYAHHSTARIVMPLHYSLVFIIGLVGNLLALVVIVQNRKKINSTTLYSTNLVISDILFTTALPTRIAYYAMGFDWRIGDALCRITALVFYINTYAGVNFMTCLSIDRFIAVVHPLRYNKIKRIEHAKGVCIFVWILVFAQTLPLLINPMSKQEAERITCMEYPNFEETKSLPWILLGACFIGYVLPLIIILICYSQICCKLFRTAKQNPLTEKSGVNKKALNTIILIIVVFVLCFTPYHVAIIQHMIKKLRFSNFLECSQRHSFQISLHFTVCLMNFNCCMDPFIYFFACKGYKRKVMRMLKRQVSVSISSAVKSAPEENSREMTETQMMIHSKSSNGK
# UPR CHOP act: apoptotic UPR (CHOP) activation. actives 0.34% (n = 330,000). CHO-CHOP luciferase reporter, luminescence; percent of tunicamycin response over DMSO baseline. activation, % at 10 µM;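 active means at 10 µM dose, activation of 40% or more, normalized to positive control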;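 further: 100% = tunicamycin at 10 µg/mL and 0% = DMSO alone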
#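 System: CHO-CHOP luciferase reporter cell line | Buffer or medium: F12 medium containing 10% fetal bovine serum | Doses: One dose, 10 µM in 0.5% DMSO | Times: 6 h compound exposure at 37 °C after overnight seeding | Signal: Luciferase luminescence | Read-out: % activation vs tunicamycin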
# XBP1 UPR activ: adaptive UPR (XBP1) activation | actives 0.33% (n = 330,000) | CHO-XBP1 luciferase reporter, IRE1-XBP1 UPR activation, luminescence; percent of tunicamycin response, DMSO as zero | activation, % at 20 µM;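 active means versus positive control, 20 µM dose yields 30% or more activation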;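 further: 100% = tunicamycin at 10 µg/mL and 0% = DMSO only wells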
#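 incubation = overnight seeding at 37 °C, 6 h compound treatment at 37 °C | assay system = CHO-XBP1 cells stably carrying IRE1-XBP1-driven luciferase reporter | input = 1000 cells per well | detection = luciferase luminescence | dosing = single point, 20 µM final compound, 1% DMSO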
# APJ agonist: activates the human apelin receptor APJ | P35414 | CHO-K1 APJ PathHunter beta-arrestin, luminescence; 0% DMSO wells, 100% apelin | activation, % at 20 µM | actives 0.11% (n = 330,000);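 active means activation more than six SD over the plate average, tested at 20 µM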;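 further: 0% = DMSO alone and 100% = apelin-13 at 10 nM; some results filed as inactive read as strong as hits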
#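 Assay system – PathHunter CHO-K1 APJ (AGTRL-1) beta-arrestin reporter cells · Compound – one dose, 20 µM compound, 1% DMSO · Timing – compound 90 min 25 °C, reagent 1 h · Measured by – luminescence from split beta-galactosidase complementation, Galacton Star/Emerald II substrate · Measure – beta-arrestin recruitment to APJ as agonist activity, luminescent signal · Benchmarks – DMSO vs Apelin-13 10 nM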
# tim23-1 inh: tim23-1 yeast growth inhibition | inhibition, % at 20 µM | S. cerevisiae tim23-1 growth, BacTiter-Glo luminescence, 24 h | actives 1.3% (n = 330,000) | AID 463212;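 active means growth inhibition of the mutant yeast at or above 50%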;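 further: temperature-sensitive mutant grown at 25 °C; plate controls were DMSO-treated mutant yeast for no effect and medium wells lacking yeast for full effect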
# CXCR6 inh: blocks human CXCR6 beta-arrestin recruitment; O00574; CHO-K1 PathHunter CXCR6 beta-arrestin, luminescence; inhibition, % at 20 µM; actives 0.36% (n = 360,000); in the data active means inhibition above about 34%, passing the limit was not always enough;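 further: antagonist mode with CXCL16 agonist at 10 nM final; 0% = 10 nM CXCL16 with DMSO and 100% = unstimulated wells without agonist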
# Target sequence (O00574 whole entry, looked up): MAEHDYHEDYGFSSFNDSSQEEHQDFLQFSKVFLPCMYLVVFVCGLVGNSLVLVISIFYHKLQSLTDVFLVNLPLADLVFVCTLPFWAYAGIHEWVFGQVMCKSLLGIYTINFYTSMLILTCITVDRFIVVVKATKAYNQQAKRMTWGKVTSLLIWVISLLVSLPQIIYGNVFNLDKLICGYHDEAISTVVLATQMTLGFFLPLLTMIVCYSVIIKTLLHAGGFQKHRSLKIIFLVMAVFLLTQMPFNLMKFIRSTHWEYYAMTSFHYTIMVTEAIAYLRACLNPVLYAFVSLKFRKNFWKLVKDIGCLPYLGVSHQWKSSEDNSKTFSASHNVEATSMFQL
# APJ antagonist: APJ receptor antagonism | P35414 | CHO-K1 APJ beta-arrestin complementation, luminescence | inhibition, % at 20 µM | actives 0.32% (n = 330,000);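 active means inhibition above about 40% at 20 µM, limit read from the data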;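 further: cells challenged with 10 nM apelin-13 agonist together with compound; plate controls were apelin-13 plus DMSO wells for no effect and DMSO wells lacking apelin-13 for full effect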
# * = called active by the depositor. Some of the compounds tested; count on the stated rates, not on these rows.
SMILES,CCR6 antagonist,Mdm2-MdmX inh,EBI2 block,UPR CHOP act,XBP1 UPR activ,APJ agonist,tim23-1 inh,CXCR6 inh,APJ antagonist
COc1ccc(N(CC(=O)Nc2cccc(N(C)S(C)(=O)=O)c2)S(=O)(=O)c2ccc(C)cc2)cc1,9,8,17,0.9,-9,-2,31,7,-11
Cc1oc(C(N)=O)nc1-c1ccccc1,-7,14,2,3.0,-3,-4,3,-4,24
CC1(c2ccc(OC(F)F)cc2)NC(=O)N(CC(=O)N2CCN(C(=O)c3ccco3)CC2)C1=O (stereo not given),11,-21,7,-0.8,8,-1,10,2,9
O=C(CCC(=O)N1CCN(Cc2ccc(F)cc2)CC1)Nc1nnc(C2CCCCC2)s1,-5,14,5,-0.7,-1,3,5,2,17
Cc1cccc(CN(CC(=O)N/N=C/c2cccs2)S(=O)(=O)c2ccc(Cl)cc2)c1,-3,17,-8,-2.4,-4,4,7,8,7
Cc1ccc(NC(=S)N2CCCC(CO)C2)c(C)c1 (stereo not given),-4,-13,0,1.9,11,-2,16,-3,-3
CCOC(=O)C(CC(C)C)CP(=O)(O)CNC(=O)OCc1ccccc1 (stereo not given),0,10,-9,-2.1,0,0,2,-9,-10
Cn1cc(S(=O)(=O)N2CCCC2)cc1C(=O)NCc1ccccc1,-7,-17,5,1.3,-2,-2,10,0,3
COc1ccc(CCNC(=O)c2ccc3c(c2)N(Cc2ccc(F)cc2)CCS3)c(OC)c1,13,20,19,0.1,-2,4,16,17,-24
CCC(=O)/C=C1/Sc2ccccc2N1CC,-2,2,1,2.0,-2,-4,26,3,5
COc1ccccc1CNC(=O)COC(=O)/C=C/c1cccs1,0,-11,-7,1.7,0,-4,-15,0,-1
COc1ccc(OC)c(N2CC(O)=C(c3nc4ccccc4s3)C2=N)c1,-5,-4,4,-1.3,-4,0,15,-6,4
C=CCn1cn[nH]c1=S,2,2,-9,-2.9,-3,-3,-3,-1,21
C#CCOCCOCCOCCNc1nc(N2CCN(C(=O)CCCCCCCCCCNC(=O)[C@H](CCCCN)n3cc(CCCC(=O)O)nn3)CC2)nc(N2CCN(C(=O)CCCCCCCCCCNC(=O)[C@@H]([C@H](C)O)n3cc(C)nn3)CC2)n1,-3,9,-8,-1.5,-2,-2,36,7,-2
Cc1ccc(C(=O)Nc2sc3c(c2C(=O)NCc2ccco2)CCCC3)cc1,-7,-17,22,1.9,25,-2,10,6,-13
O=C1NC(=S)N/C1=C/c1cccc2ccccc12,7,2,2,2.9,6,-4,4,-19,3
Cc1ccc2nc3c(cc(S(=O)(=O)c4ccccc4)c(=N)n3Cc3ccco3)c(=O)n2c1,14,-109,3,3.5,2,-2,31,10,7
CCCC(C)C(=O)Nc1nc(C)c(-c2csc(Nc3cc(Cl)ccc3C)n2)s1 (stereo not given),13,2,11,-2.6,0,15,31,0,13
O=C(O)C1CC(=O)N(CCOc2ccccc2)C1 (stereo not given),-10,19,-9,0.6,-3,0,7,-8,6
Cc1ccc(NC(=O)c2ccccc2F)cc1S(=O)(=O)N1CCCCCC1,20,2,1,-1.3,-2,-1,30,4,20
Cc1ccc(-n2c(SCC(N)=O)nc3c(oc4ccccc43)c2=O)cc1,5,11,8,0.1,-3,-3,13,11,-10
CCOc1cc(C)c(Cl)cc1S(=O)(=O)n1nnc2ccccc21,6,-7,-1,1.5,-1,-1,40,-5,-10
O=C(CNC(=O)c1sc2ccccc2c1Cl)NCc1ccc(F)cc1,-11,8,-10,-1.0,-2,-1,-3,-9,-3
Cc1c(C(=O)O)oc2c3c(ccc12)OCCO3,2,3,-11,-3.0,-2,4,21,-2,15

# Entries listed so far containing two or more sulfur atoms (three):
SMILES,CCR6 antagonist,Mdm2-MdmX inh,EBI2 block,UPR CHOP act,XBP1 UPR activ,APJ agonist,tim23-1 inh,CXCR6 inh,APJ antagonist
COc1ccc(N(CC(=O)Nc2cccc(N(C)S(C)(=O)=O)c2)S(=O)(=O)c2ccc(C)cc2)cc1,9,8,17,0.9,-9,-2,31,7,-11
Cc1cccc(CN(CC(=O)N/N=C/c2cccs2)S(=O)(=O)c2ccc(Cl)cc2)c1,-3,17,-8,-2.4,-4,4,7,8,7
CCCC(C)C(=O)Nc1nc(C)c(-c2csc(Nc3cc(Cl)ccc3C)n2)s1 (stereo not given),13,2,11,-2.6,0,15,31,0,13

# (list continues)
SMILES,CCR6 antagonist,Mdm2-MdmX inh,EBI2 block,UPR CHOP act,XBP1 UPR activ,APJ agonist,tim23-1 inh,CXCR6 inh,APJ antagonist
CCn1c(COc2ccc(C)cc2)nc2ccccc21,14,-48,2,3.4,5,-3,41,5,-9
Cc1ccc(C2(c3ccccc3)NC(=O)N(CC(=O)N(C)C3CCS(=O)(=O)C3)C2=O)cc1C (stereo not given),-3,30,-17,0.2,-1,-2,-6,-7,3
Cc1cc(C(=O)COC(=O)c2ccccc2NCCO)c(C)n1CC1CCCO1 (stereo not given),11,5,3,-3.1,-7,0,16,1,-12
O=S(=O)(Nc1ccccc1N1CCOCC1)c1ccc(Cl)cc1,3,-12,14,3.4,-3,-3,14,4,18
Fc1cccc(-n2cc(-c3ccccc3)c3c(=S)nc[nH]c32)c1,35,33,-13,3.0,0,-5,55*,29,20
CC(=O)c1sc(=S)n(-c2ccccc2)c1C,-4,6,-4,0.5,0,4,-2,-2,12
CN1CCN(C(=O)/C(=C\c2cccs2)NC(=O)c2ccco2)CC1,4,25,0,-0.9,0,-1,5,-10,0
O=C(COc1c(F)c(F)c(C(F)(F)F)c(F)c1F)Nc1ccc(N2CCOCC2)c(Cl)c1,20,17,0,-2.9,-3,-4,41,-12,-1
Cc1ccccc1N(CC(=O)NCCc1ccccc1)C(=O)c1ccc(N2CCCC2)nc1,1,5,10,1.0,-2,-2,12,4,6
COCCSc1nnc(NC(=O)c2ccc(OC)c([N+](=O)[O-])c2)s1,-1,27,8,-0.5,-6,-4,5,-7,17
COc1ccc(OC)c(/C=c2\sc3nc(-c4cccs4)nn3c2=O)c1,-11,-35,-7,-0.8,1,2,53*,6,-16
CC(C)(C)C(=O)Nc1cc(S(=O)(=O)Nc2ccc(Cl)cc2)ccc1Cl,-9,-1,3,7.8,-2,2,38,-8,4
Cc1onc(-c2ccccc2)c1C(=O)Nc1nnc(N(C)Cc2ccccc2)s1,19,6,-4,2.5,-1,1,23,-5,10
CCN1C(=O)c2ccc(C(=O)Nc3ccc(O)cc3C)cc2C1=O,5,3,-5,6.9,-4,-2,-5,-8,9
CCOc1ccc(NC(=S)N2CCCC2)cc1,7,-2,-11,2.0,-1,-5,-3,-4,-1
COc1ccc(-c2nc3c(s2)CCc2onc(-c4ccc(Br)cc4)c2-3)cc1,1,46,7,-1.7,5,4,17,5,-31
COCCCn1c(=O)c2ccccc2n2c(=S)[nH]nc12,5,5,-8,1.1,-4,0,1,8,6
CN(C)c1nc(Oc2ccc(N)cc2)nc(N(C)C)n1,0,12,-5,-1.6,-2,-5,18,-13,8
CCOc1ccc(NC(=O)c2ccccc2C(=O)c2ccccc2)cc1OCC,-14,-3,-4,-0.2,-3,5,16,-12,-8
N#CCC(=O)N/N=C/c1ccc(OS(=O)(=O)c2ccccc2)cc1,21,0,-1,-0.1,2,2,6,4,-3
COc1ccc(OCC(=O)NC(=O)c2ccccc2)c([N+](=O)[O-])c1,3,15,-3,-0.1,0,-2,2,0,0
O=C(COC(=O)c1ccco1)NC12CC3CC(CC(C3)C1)C2,7,-6,2,0.7,4,-3,-4,2,3
O=C(c1cccnc1)N1C2CCC1CC(O)(c1ccc(F)cc1)C2 (stereo not given),4,3,-7,-2.4,0,-5,-5,-2,-14
Cn1cc(/C=N/Nc2ccccc2)c2ccccc21,-10,-1,-29,3.5,9,-2,2,-9,-38
COc1ccc(S(=O)(=O)N2CCc3ccccc32)cc1C(=O)O,2,24,-2,-0.7,-2,0,-10,-1,13
CC(C)[C@@H](C(=O)NCc1ccco1)N1C(=O)N2CCc3c([nH]c4ccccc34)[C@@]2(C)C1=O,4,-48,9,-0.5,-3,-3,19,6,-60
O=C1OC[C@H]2CCCN2C(=O)[C@@H](CC(=O)N(CCO)Cc2ccccc2)C/C=C\C[C@H]1Cc1ccc(F)cc1,4,30,11,0.2,-3,-5,17,6,2
COc1ccc(-n2c(=S)[nH]c3cc(C(=O)Nc4cc(C(N)=O)ccc4OC)ccc3c2=O)c(OC)c1,21,14,-5,-0.5,-3,-6,-16,20,23
Cc1cnn(-c2nc(-c3ccccc3)cc(-c3ccccc3)n2)c1,15,36,-13,1.3,-2,-3,52*,8,-10
CCCn1cnc2cc(NCc3cccs3)ccc21,16,-9,-6,5.9,6,-5,5,-8,8
CN(C)c1cc[n+](CC(=O)Nc2ccc(OC(F)F)cc2)cc1,-4,17,8,-0.7,1,-6,-1,-2,-2
CCCc1c(C)nn(-c2ncccc2[N+](=O)[O-])c1C,1,9,-2,-0.4,0,-3,22,-2,-13
Cc1cc(NC(=O)CCC(=O)N(Cc2ccco2)C(C)(C)C(=O)NC2CCCCC2)no1,2,0,-1,2.0,-2,1,5,1,0
Cc1ccc(S(=O)(=O)c2nc(-c3ccccc3F)oc2N2CC(C)OC(C)C2)cc1 (stereo not given),1,23,-21,1.2,-6,3,26,-3,-2
Cc1cc(C)c(NS(=O)(=O)c2cccc3cccnc23)c(C)c1,0,-43,-16,-1.4,-1,1,27,-2,3
COc1cc2c(cc1OC)CN(CCOc1ccc(Br)cc1)CC2,2,-10,1,-2.2,6,-3,7,-4,2
COc1cccc(CNC(=O)CSc2nc3c(oc4ccccc43)c(=O)n2CC2CCCO2)c1 (stereo not given),4,23,2,1.5,-1,-7,-10,1,1
O=C(COc1ccccc1Br)NCCC1=CCCCC1,16,10,16,1.1,1,-4,42,4,5
COc1cc(S(=O)(=O)NCc2ccc(F)cc2)ccc1-n1cnnn1,1,-25,-3,1.3,-2,0,10,3,11
COc1ccc(-c2oc3cccnc3c2-c2ccc(OC)nc2)cc1,6,10,-7,4.2,4,2,36,12,-29
c1ccc(-c2cc(-c3ccccc3)[nH]n2)cc1,-10,-145,-5,3.7,-1,-3,40,0,-27
COCCCNC(=O)C(=O)N/N=C/c1ccc(OCC(=O)Nc2cccc(Cl)c2C)c(OC)c1,-19,-12,-6,1.0,-1,-2,-1,0,5
CC(C)C(=O)Nc1ccc(C(=O)CN2C(=O)NC3(CCOc4ccccc43)C2=O)cc1 (stereo not given),8,-14,-11,-0.9,-3,6,10,8,11
COCNc1nc(OCC#N)nc(N(C)C)n1,14,9,-2,-2.9,-1,-2,-6,0,15
COc1ccc2sc3ccccc3c(=O)c2c1,-12,-50,-4,2.9,3,7,33,3,6
O=C(NC1CCCC1)C(c1ccco1)N(C(=O)c1ccco1)c1ccc(F)cc1 (stereo not given),17,-6,1,2.3,-3,0,8,1,8
CC(C)(C)C(=O)/C=C(\N)c1ccncc1,2,20,-5,0.3,-3,-2,1,-13,-20

# Assay outcomes (PubChem)
